# AHR activator: activates the human aryl hydrocarbon receptor. P35869. AHR-responsive luciferase reporter cells, luminescence. activation, % at 5 µM. 320,000 compounds, 2.5% hits; in the data active means activation above about 47%;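 further: 0% = vehicle wells and 100% = reference agonist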
# PAFAH2 FP inh: PAFAH2 (human) inhibition | Q99487 | recombinant PAFAH2, FP-rhodamine activity probe, fluorescence polarization | inhibition, % at 3.39 µM | 340,000 compounds, 0.99% hits;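 active means inhibition above the mean over all tested compounds plus 3 SD, cut at about 30% in these data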;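 further: inhibitors block probe labeling of enzyme so polarization drops; 0% = enzyme with DMSO and 100% = wells lacking PAFAH2 protein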
# proCasp3 act: activators of human procaspase-3; AID 463141; 330,000 compounds, 0.11% hits; recombinant procaspase-3 D3A, Ac-DEVD-pNA absorbance 405 nm; activation, % at 8.5 µM;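 active means activation above the mean of all tested compounds plus 3 SD, cut at about 21% in these data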;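 further: 0% = DMSO alone and 100% = DMSO wells spiked with extra 5 µM PC-3 D3A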
# Target sequence (P42574 whole entry D9A/D28A/D175A): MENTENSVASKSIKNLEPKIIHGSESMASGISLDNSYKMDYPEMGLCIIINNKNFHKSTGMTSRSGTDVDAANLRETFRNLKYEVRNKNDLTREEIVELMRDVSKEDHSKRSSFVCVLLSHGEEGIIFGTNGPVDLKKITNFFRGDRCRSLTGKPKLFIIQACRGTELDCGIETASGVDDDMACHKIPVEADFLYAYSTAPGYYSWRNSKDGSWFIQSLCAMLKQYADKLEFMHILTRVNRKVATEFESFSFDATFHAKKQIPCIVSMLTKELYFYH
#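 Evaluation: percent activation relative to control range; Material: Procaspase-3 D3A mutant, all three cleavage aspartates alanine; Compound: single dose, 8.5 µM nominal compound, 0.8% DMSO; Replication: one well per compound; Signal: absorbance at 405 nm, 0 and 120 min; Schedule: 1 h preincubation plus 2 h reaction at 25 °C.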
# Fh CTSL1 inh: cathepsin L1 inhibition, PFM18AAP counter-screen; recombinant F. hepatica cathepsin L1, Z-Leu-Arg-MCA fluorescence; inhibition, % at 5.96 µM; 300,000 compounds, 0.49% hits; AID 1906;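 active means inhibition above the mean of all tested compounds plus 3 SD, set per screening campaign, cut at about 17% in these data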;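 further: 0% = plate median of test compound wells and 100% = 1 µM Z-Phe-Ala-diazomethylketone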
# PP1 counter: PP1-alpha (human) inhibition in PP5 counter-screen | P62136 | purified PP1alpha, OMFP fluorescence | inhibition, % at 6.7 µM | 320,000 compounds, 0.9% hits;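 active means inhibition above the mean inhibition of all tested compounds plus 3 SD, computed separately for each screening campaign, cut at about 15% in these data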
# Target sequence (P62136 whole entry, looked up): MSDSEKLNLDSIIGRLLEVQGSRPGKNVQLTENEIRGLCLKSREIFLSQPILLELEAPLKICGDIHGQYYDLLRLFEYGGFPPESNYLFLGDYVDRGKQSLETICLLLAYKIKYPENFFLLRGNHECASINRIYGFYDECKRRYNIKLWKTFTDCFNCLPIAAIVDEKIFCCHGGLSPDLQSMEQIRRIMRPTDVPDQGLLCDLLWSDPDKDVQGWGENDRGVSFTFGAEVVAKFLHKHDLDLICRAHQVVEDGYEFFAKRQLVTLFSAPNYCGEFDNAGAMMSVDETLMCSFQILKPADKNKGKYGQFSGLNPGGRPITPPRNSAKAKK
# HCV core dimer: HCV core protein dimerization inhibition | TR-FRET GST/Flag-core106 dimerization, 1536-well | inhibition, % at 5 µM | 300,000 compounds, 0.33% hits | AID 1899;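 active means inhibition above the mean of all tested compounds plus 3 SD, set per screening campaign, cut at about 45% in these data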
#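 test system = GST/Flag-tagged HCV core106 proteins | probe or stimulus = Eu donor and XL665 acceptor anti-tag antibodies | times = compound-protein-antibody incubation 4 h at 22.5 °C | signal = TR-FRET, excitation 340 nm, emission 617 and 671 nm | measure = percent inhibition of core106 dimerization signal | controls = wells lacking GST-core106 and wells with excess unlabelled core106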
# PP5 primary: blocks human protein phosphatase 5 activity; inhibition, % at 6.7 µM; 320,000 compounds, 0.18% hits; purified PP5c, OMFP substrate fluorescence;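 active means inhibition above the campaign's mean inhibition across all tested compounds plus 3 SD, cut at about 9.5% in these data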;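 further: 0% = DMSO only and 100% = 100 µM cantharidin control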
# procasp7 counter: counter-screen for procaspase-3 activators: activators of human procaspase-7; activation, % at 8.5 µM; 330,000 compounds, 0.093% hits; recombinant procaspase-7, Ac-DEVD-pNA absorbance 405 nm; D23A/D198A/D206A triple mutant, cannot self-cleave; scale: DMSO 0, 5 µM enzyme 100; AID 463210; P55210;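 active means percent activation above the screen-wide mean plus 3 SD, cut at about 25% in these data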
# Target sequence (P55210 whole entry D23A/D198A/D206A): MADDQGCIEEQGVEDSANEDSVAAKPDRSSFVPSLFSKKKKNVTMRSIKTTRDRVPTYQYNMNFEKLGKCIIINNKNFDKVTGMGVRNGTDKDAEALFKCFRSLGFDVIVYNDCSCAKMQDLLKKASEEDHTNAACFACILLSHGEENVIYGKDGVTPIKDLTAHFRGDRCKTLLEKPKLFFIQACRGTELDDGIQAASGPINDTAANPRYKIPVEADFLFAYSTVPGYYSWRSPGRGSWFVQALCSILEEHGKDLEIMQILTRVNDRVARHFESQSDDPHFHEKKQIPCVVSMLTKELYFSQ
#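 Assay system: Uncleavable procaspase-7 mutant enzyme; Input: 2 µM procaspase-7 mutant as dispensed; Also added: DEVD-pNA substrate; Medium: Zinc-free HEPES pH 7.4 with 300 mM NaCl, 0.01% Triton X-100; Timing: 1 h compound preincubation, 2 h substrate cleavage, 25 °C; Measured by: Epi-absorbance of released pNA at 405 nm, two timepoints.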
# TPT1 inh: blocks Candida albicans tRNA 2'-phosphotransferase. recombinant caTPT1, FP RNA substrate dephosphorylation. inhibition, % at 5 µM. 300,000 compounds, 0.81% hits. AID 1962;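 active means inhibition above the mean of all tested compounds plus 3 SD, set per screening campaign, cut at about 24% in these data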;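 further: plate controls were DMSO alone for no effect and ferristatin control at 100 nM for full effect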
# * hit, by the source's call; · = not tested or not shown.
SMILES,AHR activator,PAFAH2 FP inh,proCasp3 act,Fh CTSL1 inh,PP1 counter,HCV core dimer,PP5 primary,procasp7 counter,TPT1 inh
Cc1cccc(NC(=O)c2nc[nH]c2C(=O)NCCCCNC(=O)c2[nH]cnc2C(=O)Nc2cccc(C)c2)c1,1,-4,1,·,·,·,·,-2,·
O=C(CSc1ccccn1)Nc1ccc(F)c([N+](=O)[O-])c1,4,-3,3,-1,-1,-3,-1.9,6,-2
CC1CC(C)CN(C(=O)CSc2nnc(-c3ccco3)o2)C1 (stereo unspecified),2,-12,-7,5,-2,-13,-1.5,9,-4
Nc1nonc1C(=O)N/N=C/c1cccc([N+](=O)[O-])c1,19,-1,12,0,-2,-6,-1.4,6,0
CSc1ncc(Cl)c(C(=O)Nc2ccc(S(=O)(=O)Nc3nccc(C)n3)cc2)n1,1,-3,4,0,2,-4,2.0,8,-2
Cc1cccc(-n2cnc(C(=O)N/N=C\c3ccc(Br)cc3)c2)n1,8,4,0,-3,-1,-6,1.8,5,-4
CCNC(=S)NCCN1CCOCC1,-2,5,0,-1,1,-9,2.5,5,2
O=C(NCC(=O)N1CCCCCCC1)c1ccc(Cl)cc1,3,2,0,·,-4,·,3.8,-1,·
CCc1ccc2oc(=O)cc(CN3CCC(C)CC3)c2c1,8,0,-7,2,9,15,-4.4,-10,3
CCOC(=O)CNc1nc(Cl)nc(Nc2ccc(OC)cc2OC)n1,3,0,-1,4,1,-9,-0.3,-4,-3
CN(C)CCn1cnc2c1c(=O)n(C)c(=O)n2C,-4,0,0,-1,0,9,-1.1,5,0
O=C(c1ccccc1)c1ccc(Sc2ccc([N+](=O)[O-])cc2)cc1,2,-7,6,2,0,3,1.5,3,-4
COc1ccc(OC)c(C2C(C(N)=O)=C(C)Nc3nc(CCCO)nn32)c1 (stereo unspecified),0,6,2,-1,2,-1,-1.0,5,2
O=C(O)c1ccc2c(c1Sc1ccccc1)C(=O)c1ccccc1C2=O,6,·,7,3,2,-4,3.3,13,-6
CC(=O)OC(C(=O)N1CCN(c2ccc(F)cc2)CC1)c1ccccc1 (stereo unspecified),-1,3,0,-44,-2,2,1.2,9,4
Cc1ccc2oc(NC(=O)N3CCOCC3)cc(=O)c2c1,10,12,8,3,1,-5,-0.6,5,-2
COc1ccc(CNC(=O)CCCn2nc([N+](=O)[O-])cc2C)cc1,4,-1,0,-3,-4,-1,-0.9,13,1
COc1ccc(NC(=O)COC(=O)CNS(=O)(=O)/C=C/c2ccccc2)cc1OC,1,4,6,·,6,·,3.8,1,·
CCC(C)(C)n1nnnc1C(c1ccccn1)N1CCCCC1 (stereo unspecified),-2,1,-5,-3,2,-2,1.0,-11,-2
COc1ccc(CNS(=O)(=O)c2c(C(=O)N3CCCCCC3)c(C)n(C)c2C)cc1,0,2,4,-2,-1,7,1.5,6,-2
CCCOCc1ccc(O)c2ncccc12,5,-6,-12,4,6,2,-1.8,-19,2
O=C(NCc1ccc2c(c1)OCO2)c1cc2ccccc2o1,-10,6,9,-3,-3,1,-0.5,6,-2
NC(=O)c1c(NC(=O)CN2CCCC2)sc2c1CCCC2,11,9,-2,0,-2,0,1.4,5,0
CCn1cc(S(=O)(=O)c2ccc(OC)cc2)c(=O)c2cc(OC)ccc21,-2,9,-1,8,-7,-26,0.7,0,1
CCOC(=O)c1c(C)oc2c1cc(O)c1ccccc12,20,1,-1,0,-1,3,6.1,13,-6

# Among those listed so far, 2 have fluorine:
SMILES,AHR activator,PAFAH2 FP inh,proCasp3 act,Fh CTSL1 inh,PP1 counter,HCV core dimer,PP5 primary,procasp7 counter,TPT1 inh
O=C(CSc1ccccn1)Nc1ccc(F)c([N+](=O)[O-])c1,4,-3,3,-1,-1,-3,-1.9,6,-2
CC(=O)OC(C(=O)N1CCN(c2ccc(F)cc2)CC1)c1ccccc1 (stereo unspecified),-1,3,0,-44,-2,2,1.2,9,4

# Carrying on:
SMILES,AHR activator,PAFAH2 FP inh,proCasp3 act,Fh CTSL1 inh,PP1 counter,HCV core dimer,PP5 primary,procasp7 counter,TPT1 inh
CCCCc1nc(NCCO)c(C#N)c2c1CCCC2,7,-2,-4,-17,7,3,0.9,-2,-2
CC(CC(=O)O)CC1=NS(=O)(=O)c2ccccc2N1 (stereo unspecified),-3,-3,2,0,-4,-7,-2.8,8,-1
COc1ccc2c(C)c(CC(=O)N3CCN(C(=O)C4COc5ccccc5O4)CC3)c(=O)oc2c1C (stereo unspecified),-1,-2,3,3,0,-1,-0.5,0,-6
Cc1ccc(S(=O)(=O)/N=C(\Nc2cc(C)on2)c2ccc(Cl)cc2)cc1,3,6,-5,-3,-1,2,-1.0,5,-2
CC(=O)Oc1ccc(/C=N/NS(=O)(=O)c2ccccc2)cc1,-2,5,0,-4,1,-1,-1.1,8,1
CN(C(=O)COC(=O)C1COc2ccccc2O1)C1(C#N)CCCCC1 (stereo unspecified),2,-2,1,·,-4,·,-0.3,-4,·
COc1ccc(CN(CC(=O)NCc2ccccc2)C(=O)CCC(=O)Nc2nccs2)cc1,5,-5,-1,-2,-7,0,-1.7,8,1
COC(=O)c1ccc(NC(=S)NCCc2cccc(C)c2)cc1,-2,-7,11,-4,4,-9,3.1,11,-2
S=C(NNc1ccnc2cc(Cl)ccc12)Nc1ccc(Cl)cc1Cl,23,7,-26,-1,4,0,4.6,-37,10
O=C(CN1C(=O)NC(Cc2c[nH]c3ccccc23)C1=O)Nc1ccc(F)cc1F (stereo unspecified),3,0,5,·,·,·,·,-5,·
CC(C)CC1=C/C(=C/c2ccc(-c3ccccc3)o2)C(=O)O1,2,27,-5,0,7,24,1.3,-10,8
CN1CCc2c(sc(N)c2C(=O)c2ccc(Cl)cc2)C1,3,-4,-4,2,0,-1,1.4,-6,32*
COc1ccc(NC(=O)Nc2ccc(F)cc2F)cc1,-4,-1,1,4,-10,-21,2.6,2,0
Cc1ccc(S(=O)(=O)NC2=NCN(C(C)C)CN2)cc1,-3,-5,-7,0,-4,7,2.9,-2,-2
C=CCNc1cnn(CC(C)=O)c(=O)c1Br,1,-1,0,2,-2,-1,1.0,6,2
O=C(Nc1ccccc1F)c1ccc(S(=O)(=O)NCC2CCCO2)cc1 (stereo unspecified),0,-6,0,3,-1,-2,-1.3,-11,2
CCOc1cc(N2CCOCC2)c(OCC)cc1NC(=O)c1c(-c2ccccc2)noc1C,3,-4,5,·,-5,·,2.7,-1,·
Cc1cccc(C)c1NC(=O)COC(=O)c1c2c(nc3ccccc13)/C(=C\c1ccc3c(c1)OCO3)CCC2,3,-27,-17,2,-3,1,-0.5,-25,-64
NS(=O)(=O)c1cnccc1Oc1cccc(Cl)c1,0,6,3,-1,1,2,3.9,-11,2
S=C(Nc1ccccc1Cl)NC1CC2CCCC(C1)N2C1CC1 (stereo unspecified),1,-7,10,-3,-3,0,0.7,1,0
N=C(N)n1c(N)nc2ccccc2c1=O,6,0,3,-5,1,-10,2.5,-4,1
CCC(Cc1ccccc1)NC(=O)c1ccc2nc(N3CCOCC3)sc2c1 (stereo unspecified),59*,-3,-1,0,4,-30,2.4,-6,5
COc1ccc(S(=O)(=O)N2CCN(S(=O)(=O)c3ccc(C(F)(F)F)cc3)CC2)cc1C,-2,6,2,1,-1,1,-1.6,-4,-4
COC(=O)COc1c(/C=C\c2nc(O)c([N+](=O)[O-])c(=O)[nH]2)cccc1OC,0,2,2,1,1,16,-0.7,2,-2
CN(c1nnc(N)s1)C1CCCCC1,12,-2,-9,-7,-15,-6,3.9,-2,2
# Going on with the list.
SMILES,AHR activator,PAFAH2 FP inh,proCasp3 act,Fh CTSL1 inh,PP1 counter,HCV core dimer,PP5 primary,procasp7 counter,TPT1 inh
CC(C)c1nc(C(N)=O)c2[nH]c(=O)n(-c3ccc(F)cc3)c2n1,11,-4,5,-4,5,21,0.2,-6,1
COc1ccc2nc(SCC(=O)Nc3cc(C)on3)[nH]c2c1,8,-6,19,2,2,-1,0.6,1,-1
CCC(C)N(C(=O)CSc1nnc(COc2ccccc2F)n1N)C1CCS(=O)(=O)C1 (stereo unspecified),2,1,16,0,-6,-2,0.2,4,1
C/C(=N\Nc1c(Cl)c(Cl)nc(C(=O)O)c1Cl)c1ccc(O)cc1,50*,7,1,8,4,-14,3.4,-12,2
CCOc1cccc(-c2nc(C(N)=O)c3[nH]c(=O)n(-c4cccc(Cl)c4)c3n2)c1O,29,6,11,2,-2,3,-0.1,0,-2
Cc1nc2sc3c(NCc4ccco4)ncnc3c2c2c1COC(C)(C)C2,-4,3,-144,2,1,-3,4.5,16,-1
O=C(COc1c(CO)cc(Br)cc1CO)NC1CCCc2ccccc21 (stereo unspecified),0,6,7,3,-2,3,-0.9,3,0
COc1ccccc1NC(=O)COc1ccccc1,8,3,14,0,0,2,2.4,-4,2
Cc1cc(S(=O)(=O)Nc2cccc(Cl)c2)c(C)s1,1,·,-2,3,1,7,3.4,-5,-4
CCN(CC)S(=O)(=O)c1ccc(N2CCOCC2)c(NC(=O)COc2ccc(Cl)cc2)c1,-2,-4,-2,2,0,19,0.5,4,1
COC(=O)c1ccccc1C(=O)N1CCCC(C(=O)c2cc(F)ccc2F)C1 (stereo unspecified),2,4,7,0,-1,-5,-3.1,5,-1
Cc1nc2nc(C)c(CCC(=O)NCCC3=CCCCC3)c(C)n2n1,-3,-1,5,-5,-1,1,0.7,1,-1
Cc1ccc2c(c1)C(=C(C#N)C#N)C(=O)N2CCN1CCCCC1,1,-1,-3,0,-2,4,3.9,2,2
N#CCCN1CCN(S(=O)(=O)c2ccc3c(c2)OCCCO3)CC1,1,3,0,-3,-4,0,-0.3,6,-1
O=C(c1ccccc1)N(CCN1CCOCC1)C1(C(=O)Nc2ccccc2)CCCCC1,2,2,3,-2,-4,-1,-0.7,5,-7
Cc1oc(C(=O)O)cc1CSCc1cc(C(=O)O)c(C)o1,-2,3,-8,-1,3,-1,2.3,-8,-7
CCc1noc(C)c1C(=O)Oc1ccc(N(C)S(=O)(=O)c2ccccc2)cc1,2,-1,12,2,-4,2,2.3,3,3
Cc1cc(C)c(S(=O)(=O)N2CCCC(C(=O)NCc3ccncc3)C2)c(C)c1 (stereo unspecified),4,3,-8,-1,-1,-7,-0.1,-1,-2
CC(C)NC(=O)COC(=O)c1cc(=O)[nH]c2ccccc12,4,-4,-1,-4,1,-4,0.1,-5,2
Cc1ccc(C)c(N2CCN(C(=S)Nc3ccc4nc(N5CCOCC5)cc(C)c4c3)CC2)c1,28,4,-5,2,-1,4,4.7,-17,0
Cn1c(C(=O)N2CCOCC2)cnc1Sc1ncc(C(F)(F)F)cc1Cl,0,-5,6,0,-3,-2,-0.1,0,-5
CCCCNS(=O)(=O)c1ccc(NC(=O)c2cccs2)cc1,2,-8,1,3,3,2,2.3,-1,4
CC(C)Cc1nnc(NC(=O)CCC(=O)N2CCN(Cc3ccc(Cl)cc3)CC2)s1,1,6,-7,-2,0,13,1.1,7,-3

# Only proCasp3 act and PP5 primary, for some of the entries so far:
Structure,proCasp3 act,PP5 primary
CCCCNS(=O)(=O)c1ccc(NC(=O)c2cccs2)cc1,1,2.3
CC(C)Cc1nnc(NC(=O)CCC(=O)N2CCN(Cc3ccc(Cl)cc3)CC2)s1,-7,1.1

# Source: PubChem BioAssay
